Screens deposited in PubChem BioAssay by The Scripps Research Institute Molecular Screening Center.
procasp7 counter = procaspase-7 activators, primary screen, counter-screen for procaspase-3 activator project, biochemical, absorbance, HTS, human | Caspase-7 (Homo sapiens), P55210 | recombinant procaspase-7, Ac-DEVD-pNA absorbance 405 nm; D23A/D198A/D206A triple mutant, cannot self-cleave; scale: DMSO 0, 5 µM enzyme 100 | activation, % at 8.5 µM | 330,000 tested, 0.093% active;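 active = percent activation above the screen-wide mean plus 3 SD, cut at about 25% in these data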
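Material: Procaspase-7 triple mutant (PC-7 D3A) | Quantity: 2 µM procaspase-7 mutant as dispensed | Reagent: DEVD-pNA substrate | Times: 1 h preincubation, 2 h reaction | Technique: 405 nm absorbance of p-nitroaniline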
AHR activator = AHR activators, primary screen, cell-based, luminescence, luciferase reporter, human. Aryl hydrocarbon receptor (Homo sapiens), P35869. 320,000 tested, 2.5% active. activation, % at 5 µM. AHR-responsive luciferase reporter cells; in the data active = activation above about 47%;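 also: 0% = vehicle wells and 100% = reference agonist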
Target sequence (P35869 whole entry, looked up): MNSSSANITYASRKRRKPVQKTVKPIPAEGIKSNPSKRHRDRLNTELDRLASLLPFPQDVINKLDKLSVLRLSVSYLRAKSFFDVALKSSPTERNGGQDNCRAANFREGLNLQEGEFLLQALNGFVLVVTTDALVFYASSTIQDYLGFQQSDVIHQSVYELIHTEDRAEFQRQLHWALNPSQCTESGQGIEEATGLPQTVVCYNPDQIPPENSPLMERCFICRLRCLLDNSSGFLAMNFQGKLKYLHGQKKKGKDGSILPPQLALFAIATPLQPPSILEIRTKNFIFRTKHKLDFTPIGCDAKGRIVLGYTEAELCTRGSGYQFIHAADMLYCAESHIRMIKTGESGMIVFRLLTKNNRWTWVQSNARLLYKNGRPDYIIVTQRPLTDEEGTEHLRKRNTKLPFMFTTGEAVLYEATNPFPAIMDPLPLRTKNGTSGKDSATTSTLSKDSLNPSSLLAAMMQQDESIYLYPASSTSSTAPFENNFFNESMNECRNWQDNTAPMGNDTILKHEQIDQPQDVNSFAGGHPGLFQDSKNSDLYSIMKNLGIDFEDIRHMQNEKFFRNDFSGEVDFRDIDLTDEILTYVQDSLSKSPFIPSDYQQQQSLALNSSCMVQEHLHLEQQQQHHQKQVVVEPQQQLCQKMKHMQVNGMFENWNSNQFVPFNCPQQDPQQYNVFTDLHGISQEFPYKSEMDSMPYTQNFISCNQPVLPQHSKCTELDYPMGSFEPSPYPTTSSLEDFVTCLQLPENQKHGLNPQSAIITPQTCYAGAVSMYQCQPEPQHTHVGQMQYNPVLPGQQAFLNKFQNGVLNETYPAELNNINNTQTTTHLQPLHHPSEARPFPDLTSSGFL
PAFAH2 FP inh = PAFAH2 enzyme inhibitors, primary screen, biochemical, fluorescence polarization, human. Platelet-activating factor acetylhydrolase 2, cytoplasmic (Homo sapiens), Q99487. recombinant PAFAH2, FP-rhodamine activity probe. inhibition, % at 3.39 µM. 340,000 tested, 0.99% active;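 active = inhibition above the mean over all tested compounds plus 3 SD, cut at about 30% in these data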;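 also: inhibitors block probe labeling of enzyme so polarization drops; 0% = enzyme with DMSO and 100% = wells lacking PAFAH2 protein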
PP5 inh = PP5 phosphatase inhibitors, primary screen, biochemical, fluorescence; inhibition, % at 6.7 µM; AID 1987, 2009; purified PP5c, OMFP substrate fluorescence; 320,000 tested, 0.18% active; Serine/threonine-protein phosphatase 5 (Homo sapiens), P53041;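 active = inhibition above the campaign's mean inhibition across all tested compounds plus 3 SD, cut at about 9.5% in these data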;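 also: 0% = DMSO only and 100% = 100 µM cantharidin control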
proCasp3 act = activators of human procaspase-3 D3A mutant, primary screen, biochemical, absorbance, PC-3 D3A mutant, single concentration | Caspase-3 (Homo sapiens), P42574 | recombinant procaspase-3 D3A, Ac-DEVD-pNA absorbance 405 nm | activation, % at 8.5 µM | 330,000 tested, 0.11% active;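 active = activation above the mean of all tested compounds plus 3 SD, cut at about 21% in these data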;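 also: 0% = DMSO alone and 100% = DMSO wells spiked with extra 5 µM PC-3 D3A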
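Assay system: Procaspase-3 D3A mutant, all three cleavage aspartates alanine. Buffer or medium: Zinc-free HEPES saline buffer with Triton X-100. Times: 1 h compound preincubation, 2 h substrate hydrolysis at 25 °C. Measured by: 405 nm absorbance of p-nitroaniline, reads at 0 and 120 min. Read-out basis: percent activation relative to control range. Replicates: singlicate.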
TPT1 inhibitor = Candida albicans TPT1 enzyme inhibitors, primary screen, biochemical, fluorescence polarization; inhibition, % at 5 µM; 300,000 tested, 0.81% active; recombinant caTPT1, FP RNA substrate dephosphorylation;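 active = inhibition above the mean of all tested compounds plus 3 SD, set per screening campaign, cut at about 24% in these data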;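 also: plate controls were DMSO alone for no effect and ferristatin control at 100 nM for full effect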
core dimer inh = inhibitors of HCV core protein dimerization, primary screen, biochemical, TR-FRET, high-throughput; TR-FRET GST/Flag-core106 dimerization, 1536-well; inhibition, % at 5 µM; 300,000 tested, 0.33% active;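 active = inhibition above the mean of all tested compounds plus 3 SD, set per screening campaign, cut at about 45% in these data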
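System: GST-tagged and Flag-tagged HCV core protein residues 1-106 / Input: core106 proteins, GST 13.5 nM and Flag 17 nM / Buffer or medium: KF-containing HEPES buffer, pH 7.45, DTT, CHAPS, BSA / Probe or stimulus: Eu-anti-GST and XL665-anti-Flag labelled anti-tag antibodies / Schedule: 4 h, 22.5 °C incubation / Technique: TR-FRET 671 and 617 nm emission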
PP1 inh = PP1-alpha phosphatase inhibitors, primary screen, counter-screen for PP5 inhibitor project, biochemical, fluorescence, OMFP substrate, single point. purified PP1alpha. AID 2235, 2010. 320,000 tested, 0.9% active. inhibition, % at 6.7 µM. Serine/threonine-protein phosphatase PP1-alpha catalytic subunit (Homo sapiens), P62136;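 active = inhibition above the mean inhibition of all tested compounds plus 3 SD, computed separately for each screening campaign, cut at about 15% in these data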
Fh CTSL1 inh = Fasciola hepatica cathepsin L1 inhibitors, primary screen, counter-screen for PFM18AAP inhibitor project, biochemical, QFRET, fluorogenic peptide substrate; recombinant F. hepatica cathepsin L1, Z-Leu-Arg-MCA fluorescence; inhibition, % at 5.96 µM; 300,000 tested, 0.49% active; AID 1906, 2009;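 active = inhibition above the mean of all tested compounds plus 3 SD, set per screening campaign, cut at about 17% in these data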;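 also: 0% = plate median of test compound wells and 100% = 1 µM Z-Phe-Ala-diazomethylketone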
* hit, by the source's call; . = no result given.

SMILES	procasp7 counter	AHR activator	PAFAH2 FP inh	PP5 inh	proCasp3 act	TPT1 inhibitor	core dimer inh	PP1 inh	Fh CTSL1 inh
Cc1occc1C(=O)N/N=C/C1=C(N2CCOCC2)C(=C\c2ccc(Cl)cc2Cl)/CC1	-4	0	2	-1.8	-2	3	1	-1	-3
O=C(NCCCN1CCOCC1)C(=O)NCc1ccc(Cl)cc1	3	1	2	0.5	-5	3	2	-4	1
CC1CN(C(=O)c2cccc(C(=O)N3CC(C)OC(C)C3)c2)CC(C)O1 (configuration not stated)	-5	3	-1	-2.0	-1	-2	-2	-3	-1
O=C1c2cccc3cccc(c23)C(=O)N1CCN1CCN(CC(O)COc2ccccc2)CC1 (configuration not stated)	9	87*	3	-2.3	7	-1	-6	-7	-9
Cc1ccc(S(=O)(=O)NNC(=S)NCCc2ccccc2)cc1	-29	-1	1	2.8	-19	0	4	4	-4
CCN(CC)C(=O)N1CCC(NC(=O)c2ccccc2)CC1	15	0	-1	-0.7	14	0	1	1	-2
Cc1cc(C)c(OCC(=O)N/N=C/c2ccc3c(c2)OCO3)c(C)c1	5	6	-1	1.4	7	-2	2	0	0
Cc1ccc2occ(/C=C/C(=O)O)c(=O)c2c1	8	1	-3	0.4	1	-1	0	2	0
O=C(c1c[nH]c2ccccc12)C(Cl)c1ccccc1 (configuration not stated)	-10	14	5	3.0	-1	0	2	-2	-1
CCN(CC)S(=O)(=O)c1cccc(NC(=O)COC(=O)CNC(=O)c2cccc(F)c2)c1	9	-1	6	-0.6	-11	4	-2	-4	18*
COc1ccc(C2c3ccc(O)cc3Oc3ncn(CCCO)c(=N)c32)cc1 (configuration not stated)	8	-2	-6	-1.7	2	0	2	-2	5
CSCC[C@H](NC(=O)[C@@H]1Cc2ccccc2CN1)C(=O)NC1CCCCC1	-2	0	-4	-1.8	4	-2	-12	0	2
CCCn1c2ccccc2c2cnn(CC(=O)NCCCN3CCCCC3)c(=O)c21	2	-2	2	0.8	3	-3	7	-1	-1
COc1ccc(-c2cn(-c3ccc(C)cc3)c(=O)n2CC(=O)Nc2ccc(OC)cc2OC)cc1	0	7	-4	2.0	5	3	20	1	0
O=C(Cc1ccccc1)Nc1ccccc1C(=O)N1CCCCCC1	0	1	4	1.2	8	0	-11	-6	6
CC1CCN(C(=O)c2[nH]cnc2C(=O)Nc2nccs2)CC1	-6	4	-1	-1.1	6	.	.	-6	.
COc1cccc(NC(=O)CSc2nnc(-c3cccnc3)o2)c1	1	30	2	-0.4	-4	-3	2	-5	-2
Cc1cc(=O)oc2c(C)c(OCC(=O)NCCN3CCOCC3)ccc12	10	5	-2	0.7	5	0	-3	3	2
CC(C)NC(=S)Nc1cccc2cnccc12	12	15	4	2.3	5	-5	-9	2	-2
CCCn1c(SC(C)C(=O)N2CCOCC2)nc2ccc(Br)cc2c1=O (configuration not stated)	10	1	-3	4.0	-6	0	0	-3	5
CN(c1ccccc1)S(=O)(=O)c1ccc(C(=O)Nc2nnc(C3=COCCO3)o2)cc1	-11	0	12	0.7	6	0	-4	26*	-2
O=C(O)C(c1ccccc1)N1C(=O)c2ccccc2C1=O (configuration not stated)	0	-2	12	2.1	-5	-3	-3	-3	-1
COc1ccc(N/C(C)=C/C(=S)Nc2ccccc2)cc1	-6	15	6	-2.9	-5	125*	2	-5	-3
O=C(COC(=O)Cc1ccc(S(=O)(=O)N2CCOCC2)s1)Nc1ccccc1	-1	-2	-7	.	8	.	.	.	.
Cc1cc(C)n2nc(SCCC(=O)NCCc3ccccc3)nc2n1	3	1	1	-0.2	-6	-4	1	-4	-1
COc1ccc(-n2cc(-c3ccc(Br)cc3)[nH]c2=S)cc1	2	15	7	-0.2	-10	-1	13	0	2
OCCCCNCc1ccc(OCc2ccccc2)cc1	-5	1	4	-0.6	1	-1	-2	-1	0
COc1ccc(NC2CCCN(C(=O)CN3CCOC3=O)C2)cc1OC (configuration not stated)	-23	0	-4	1.9	-24	-3	6	5	-3
Cc1ccc(-n2c(=O)c3sccc3n(CC(=O)NCc3ccco3)c2=O)cc1	0	-2	2	1.7	0	-2	0	-3	0
COc1cccc(-c2nc(CS(=O)(=O)CC(=O)Nc3ccc(F)cc3F)c(C)o2)c1	2	0	-1	0.7	-3	-1	-7	2	2
CCOCc1nnc(NC(=O)C2CCN(C(=O)C3CC(=O)N(c4ccc(C)cc4)C3)CC2)s1 (configuration not stated)	2	-2	1	0.7	9	-3	-4	3	2
COC(=O)c1ccc(NC(=O)C2CCN(S(C)(=O)=O)CC2)cc1	14	3	-6	0.4	1	-6	-4	-1	-1
O=c1[nH]c2ccc(NC(=S)NCc3ccccc3)cc2[nH]1	-2	2	1	2.3	-11	-2	-3	-4	0
COc1ccc(CNC(=O)CN(C(=O)c2csnn2)c2cccc(F)c2)cc1	-5	2	-2	1.1	-14	-1	4	-2	-7
Cc1sc2nc(SC(C)C)nc(N)c2c1C	-1	7	-7	3.2	-7	0	0	3	-2
Cc1occc1C(=O)NNC(=O)c1ccccc1[N+](=O)[O-]	-3	-5	-2	-0.8	0	1	-10	-3	5
Cc1ccc(S(=O)(=O)N2CCCOC2CNC(=O)C(=O)NC2CCCC2)cc1 (configuration not stated)	2	1	4	1.8	1	-2	0	-5	0
C=CCCN(C(CC(C)C)C(=O)OC)S(=O)(=O)c1cc(Br)ccc1Br (configuration not stated)	6	-1	1	1.7	1	-3	-10	2	2
COC(=O)[C@H](Cc1c[nH]c2ccccc12)NC(=O)NCc1ccccc1	-4	3	-5	-1.7	-1	-1	-2	-2	-1
O=C(O)c1cccc(N2C(=O)c3cc([N+](=O)[O-])cc4cc([N+](=O)[O-])cc(c34)C2=O)c1	-8	2	20	-0.1	6	-2	-6	-3	8
Cn1c(C(=O)OC(C(=O)NC2CCCC2)c2cccnc2)cc2sccc21 (configuration not stated)	5	3	-1	2.3	6	3	0	6	6
Cc1cc(=O)n(CC(C)O)c(O)c1C#N (configuration not stated)	-3	2	-5	-1.1	-9	-7	-4	-4	0
O=C(O)CCc1nn2c3ccccc3n(Cc3ccccc3)c2nc1=O	7	2	5	-0.3	-4	4	-1	-12	-5
CC(C)(CNc1ccc([N+](=O)[O-])cc1Cl)CNS(C)(=O)=O	-3	-1	6	1.3	5	-1	-3	-1	-4
CCOc1ccc2oc(C(=O)N(Cc3nnc(-c4ccccc4Cl)o3)C3CC3)c(C)c2c1	2	15	7	2.5	3	-4	3	5	4
O=C(c1cccc(N2CCCC2=O)c1)N1CCOCC1	9	4	12	-0.1	8	-3	-3	-2	6
CCOC(=O)N1CCN(C(=O)CN(Cc2ccccc2)S(=O)(=O)c2ccc(OC)c(C)c2)CC1	1	-1	4	1.3	1	-1	6	0	0
O=C1NC(NS(=O)(=O)c2ccccc2)(C(F)(F)F)C(=O)N1Cc1ccccc1 (configuration not stated)	1	0	-3	1.7	-3	-3	-22	-2	4
COc1ccc(/C=N/NC(=O)Cc2cccs2)cc1	3	12	2	2.6	-12	0	2	0	-2
O=C(CCCCCn1c(=S)[nH]c2cc3c(cc2c1=O)OCO3)N1CCN(C2CCCCC2)CC1	2	1	3	-0.6	1	1	3	-2	0

Continued:
SMILES	procasp7 counter	AHR activator	PAFAH2 FP inh	PP5 inh	proCasp3 act	TPT1 inhibitor	core dimer inh	PP1 inh	Fh CTSL1 inh
COc1ccc(Nc2ccc(C(F)(F)F)cc2[N+](=O)[O-])cn1	15	2	-1	2.8	0	-3	-9	4	2
Cc1ccccc1NC(=O)CCN1CCN(Cc2ccccc2)CC1	9	0	-2	3.3	10	-5	5	0	0
CC1CCCCN1CCNC(=O)CC1Oc2ccccc2NC1=O (configuration not stated)	4	6	5	1.0	6	-4	0	-5	-4
O=C(O)c1cc(N/N=C/C=C/c2ccccc2)ccc1Cl	1	13	-1	3.3	-20	3	-7	5	2
COc1ccc(N2CCN(C(=O)NC3CC(=O)N(c4ccc(OC)cc4)C3)CC2)cc1 (configuration not stated)	-6	2	-3	-0.6	0	-3	-4	1	1
COc1cc(NC(=O)c2cccc(F)c2)ccc1NC(=O)c1cc2ccccc2o1	0	4	-2	-1.9	2	-1	27	-3	0
COc1cccc(N2CCN(C(=O)c3ccccc3SCC(=O)NCc3ccco3)CC2)c1	1	3	3	0.3	-4	.	.	-5	.
Cc1ccccc1S(=O)(=O)Cc1ccc(C(=O)NCCCOC(C)C)o1	10	4	-1	-0.5	1	-2	0	-4	-2
CCC(C(=O)OCC(=O)Nc1ccccc1-c1ccccc1)c1ccccc1 (configuration not stated)	1	-2	4	1.7	3	3	1	2	3
CCc1ccc(OCC(=O)NNC(=S)NC(=O)C2CCCCC2)c(Br)c1	-19	3	10	-2.1	-7	-1	8	2	-5
Cc1[nH]c2ccccc2c1[C@H]1[C@@H](CC#N)C1(C)C	15	1	12	1.0	-3	-5	1	2	-1
Nc1ccc(NC(=O)c2cccs2)cc1	4	1	3	-2.5	6	5	-6	-1	3
CN(CC(=O)Nc1c(Cl)cccc1Cl)C(=O)CNC(=O)c1ccc2c(c1)OCO2	9	6	1	2.3	-2	0	-4	-5	-5
[N-]=[N+]=NC[C@H](Cc1ccccc1)N1CC[C@@H](O)CCC1=O	1	0	2	-1.8	10	-1	12	-1	0
Cc1ccc([N+](=O)[O-])cc1S(=O)(=O)Nc1ccc(C(=O)NCC2CCCO2)cc1 (configuration not stated)	9	0	6	1.5	1	.	.	1	.
CC(NCC(O)COc1ccc2ccccc2c1)c1ccccc1 (configuration not stated)	3	3	5	1.9	0	-2	-2	1	0
COc1ncccc1-c1nnn(-c2ccc(Cl)nc2)n1	-7	-6	1	0.7	12	-5	-1	-1	0

Pulled by compound from above, two records:
SMILES	procasp7 counter	AHR activator	PAFAH2 FP inh	PP5 inh	proCasp3 act	TPT1 inhibitor	core dimer inh	PP1 inh	Fh CTSL1 inh
COc1ncccc1-c1nnn(-c2ccc(Cl)nc2)n1	-7	-6	1	0.7	12	-5	-1	-1	0
Cc1ccc([N+](=O)[O-])cc1S(=O)(=O)Nc1ccc(C(=O)NCC2CCCO2)cc1 (configuration not stated)	9	0	6	1.5	1	.	.	1	.
